IL-1B inflam inh: blocks inflammasome-driven IL-1 beta release; THP-1 LPS/ATP IL-1B secretion, AlphaLISA, 16 h; stronger effect = lower value; 360,000 compounds, 4.7% hits; AID 743279; activity change, % at 57.5 µM; in the data active = activity change below about -50%; inconclusive = mostly about -30% to -49%; also: % is scaled to controls: 0 for no effect and ±100 for the full control effect
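THP-1 cells pretreated 1 hr with compounds (up to 57.5 uM final), then stimulated with LPS (250 ng/mL final) plus ATP (1.25 mM final); secreted IL-1B measured by AlphaLISA after 16 hr, decreased signal indicating inhibition.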
KB-3-1 cytotox: kills parental KB-3-1 adenocarcinoma cells | KB-3-1 viability, CellTiter-Glo ATP luminescence, 72 h | Potency, µM (top dose mostly 46.1 µM), for the others: top-dose activity change, negative = cytotoxic, usual class: cytotoxic | 400,000 compounds, 1.4% hits | AID 1347075; also: potency is read from the fitted curve at half-maximal effect; % is scaled to controls: 0 for no effect and ±100 for the full control effect; nearly all actives have a fitted effect of over 60% in size
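72 h, 37 °C compound treatment of KB-3-1 parental cells; CellTiter-Glo added, 10 min, luminescence read. Data corrected against DMSO-only plates and normalized before curve fitting.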
KB-V1 cytotox: KB-V1 MDR subline cytotoxicity; KB-V1 MDR cells viability, CellTiter-Glo, 72 h; Potency, µM (doses to about 46.1 µM), inactives show at the highest dose activity change, negative = cytotoxicity, hits mostly cytotoxic; 400,000 compounds, 3.4% hits; AID 1347076; also: potency is read from the fitted curve at half-maximal effect; % is scaled to controls: 0 for no effect and ±100 for the full control effect; nearly all actives have a fitted effect of over 60% in size
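Cytotoxicity via CellTiter-Glo luminescence after 72 h compound exposure at 37 degrees C. Cells: drug-selected KB-V1 line, DMEM phenol-red free plus 10% FBS. Compounds tested at multiple concentrations; normalized data fitted to concentration-effect curves.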
D3 antag: blocks the human D3 dopamine receptor; 360,000 compounds, 2.5% hits; max response, negative = inhibition, %; AID 652054; P35462; D3R cells, DiscoveRx beta-arrestin luminescence, antagonist mode; stronger effect = lower value; in the data active = max response below about -50%; inconclusive = no clear call, values can overlap the other calls; also: % is scaled to controls: 0 for no effect and ±100 for the full control effect; mostly tested at two doses, the higher about 12 µM
Target sequence (P35462 whole entry, looked up): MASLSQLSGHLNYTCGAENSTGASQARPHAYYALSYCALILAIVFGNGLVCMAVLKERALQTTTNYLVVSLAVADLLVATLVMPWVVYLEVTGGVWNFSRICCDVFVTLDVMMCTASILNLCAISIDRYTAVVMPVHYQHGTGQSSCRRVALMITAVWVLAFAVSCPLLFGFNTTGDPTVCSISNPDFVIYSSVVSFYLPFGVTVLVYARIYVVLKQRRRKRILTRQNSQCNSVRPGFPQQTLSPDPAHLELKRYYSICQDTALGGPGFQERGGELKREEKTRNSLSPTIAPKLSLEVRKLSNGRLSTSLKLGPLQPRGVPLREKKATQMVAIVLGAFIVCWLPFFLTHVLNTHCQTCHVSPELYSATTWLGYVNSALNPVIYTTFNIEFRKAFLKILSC
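Cells plated overnight at 1500 cells/well, then exposed to library compounds with dopamine controls for 90 minutes at 37 degrees C. DiscoveRx reagent added for 30–60 minutes at room temperature; luminescence read, quantitative HTS format.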
GLP-1R agonist: activates the human GLP-1 receptor; P43220; HEK293 GLP-1R CRE-luciferase, luminescence, 4-6 h; cells express a hypersensitive GLP-1R form; Potency, µM (highest dose often 45.6 µM), for the others: at the top dose activation, actives largely listed as activators; 380,000 compounds, 0.007% hits; AID 624172; also: potency is read from the fitted curve at half-maximal effect; % of control where 0% means no effect
Target sequence (P43220 whole entry, looked up): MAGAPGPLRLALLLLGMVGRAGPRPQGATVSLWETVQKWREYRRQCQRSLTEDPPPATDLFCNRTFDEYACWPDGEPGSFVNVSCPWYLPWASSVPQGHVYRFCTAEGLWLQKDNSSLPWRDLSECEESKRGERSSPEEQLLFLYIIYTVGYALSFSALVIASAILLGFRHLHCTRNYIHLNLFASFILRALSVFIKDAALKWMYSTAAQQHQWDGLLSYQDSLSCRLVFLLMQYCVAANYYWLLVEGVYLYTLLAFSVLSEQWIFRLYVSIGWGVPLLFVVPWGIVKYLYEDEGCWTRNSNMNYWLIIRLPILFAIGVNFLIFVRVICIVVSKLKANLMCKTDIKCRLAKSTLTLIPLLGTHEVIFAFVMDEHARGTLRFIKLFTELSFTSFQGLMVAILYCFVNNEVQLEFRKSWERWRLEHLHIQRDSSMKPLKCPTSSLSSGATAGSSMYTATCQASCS
HT1080 IDH1KD tx: HT-1080 IDH1 knockdown cell toxicity (counter line); HT-1080 IDH1 knockdown viability, ATP luminescence, 48 h; Potency, µM (top dose mostly 46.1 µM), inactives show at the top dose activity, negative = toxicity, usual class: cytotoxic; 360,000 compounds, 2% hits;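 also: potency is read from the fitted curve at half-maximal effect; 0% = DMSO wells and -100% = cell-free medium wells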
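Knockdown cells (IDH1KD HT-1080) received compounds 2 h after plating at 750 cells/well and were kept 48 h at 37 °C in 5% FBS RPMI. A CellTiter-Glo luminescence read gave % activity for curve fitting.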
SW480 rereplic: induces DNA re-replication in SW480 colon adenocarcinoma cells. SW480 DNA re-replication, Hoechst DNA content imaging, 48 h. Potency, µM (titrated, usually from 46.1 µM), for inactives: top-dose re-replication activation, most hits filed as activators. 340,000 compounds, 1.8% hits. AID 624297; also: potency is read from the fitted curve at half-maximal effect; % of control where 0% means no effect; nearly all actives have a fitted effect of over 55% in size
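Treated cells incubate 48 hr (37 C, 5% CO2), are stained 40 min with Hoechst, and nuclear fluorescence is enumerated; a rise in nuclei with high DNA signal marks re-replication.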
HT1080-NT tox: kills 2HG-producing HT-1080-NT fibrosarcoma cells; HT-1080-NT fibrosarcoma viability, CellTiter-Glo ATP luminescence, 48 h; Potency, µM (top dose mostly 46.1 µM), without a hit: at the top dose activity, negative = less viability, actives largely listed as cytotoxic; 360,000 compounds, 1.6% hits; AID 686970;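 also: NT is the 2HG producing partner of a matched IDH1 knockdown line; potency is read from the fitted curve at half-maximal effect; 0% = DMSO-treated cells and -100% = media-only wells without cells; nearly all actives have a fitted effect of over 55% in size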
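A 48-hour cytotoxicity screen used HT-1080-NT cells plated 2 hours before compound delivery. ATP-based CellTiter-Glo luminescence measured viability, normalized to DMSO and no-cell controls.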
D3 ag: D3 dopamine receptor (human) agonism. P35462. D3R DiscoveRx beta-arrestin cells, luminescence, 90 min. max activation, %. 410,000 compounds, 0.58% hits. AID 652048; in the data active = max activation above about 30%; also: 0% is about no effect; mostly tested at two doses, the higher about 12 µM
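Cells at 1500/well, incubated overnight, then treated with pinned compounds (dopamine as control) for 90 min at 37 degrees C. DiscoveRx reagent added for 30 - 60 minutes at room temperature; luminescence read.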
* hit, by the source's call; ? = inconclusive; & = joins results of further samples; [ ] = another dose, or the depositor's remark. Unless noted, calls follow the shape of the dose curve; as a rule, active = well fitted curve in the direction sought with a large enough effect; inconclusive = small, poorly fitted or top-dose-only effect, or another doubt; inactive = no such curve, though single readings can be large; an effect the other way counts as inactive or inconclusive.

| compound | IL-1B inflam inh | KB-3-1 cytotox | KB-V1 cytotox | D3 antag | GLP-1R agonist | HT1080 IDH1KD tx | SW480 rereplic | HT1080-NT tox | D3 ag |
| --- | --- | --- | --- | --- | --- | --- | --- | --- | --- |
| Cc1ccc2cc(S(=O)(=O)NCCCN3CCOCC3)ccc2c1 | -6 | 8% | -24% | 9 | 12% | -13% | ? | 4% | 11 |
| CCCn1nnnc1SCC(=O)Nc1cccc(NC(=O)c2ccco2)c1 | -18 | 7% | -17% | 9 | 5% | -4% | 0% | -9% | -4 |
| CC(CNC(=O)CN1C(=O)COc2ccc(S(=O)(=O)N3CCCCC3)cc21)c1ccccc1 (stereo not drawn) | -22 | -19% | -15% | -16 | -5% | -13% | ? | -9% | -6&1 |
| CSc1ccc(S(=O)(=O)N(CC(=O)NCc2ccccn2)c2ccc(C)cc2)cc1 | -27 | -12% | 13% | -14 | 5% | -2% | 2% | -19% | -11 |
| Cc1onc(-c2ccccc2)c1C(=O)OCc1nnc(-c2ccc([N+](=O)[O-])cc2)o1 | -13 | 5% | 15µM* | -7 | 1% | -4% | -5% | 2% | 4 |
| Cc1ccsc1C(=O)OCC(=O)Nc1c(C)n(C)n(-c2ccccc2)c1=O | 0 | 9% | ? | -24 | -2% | 12% | ? | 26% | 4 |
| COC(=O)c1c(-c2ccccc2)csc1NC(=O)c1ccco1 | -16 | ? | -19% | 15 | 8% | 15% | ? | 0% | 14 |
| Cc1ccccc1OCCn1c(=O)oc2ccccc21 | -7 | -3% | -12% | ? | 24% | -3% | -2% | -7% | -11 |
| CCCN(CCC)C(=O)CCS(=O)(=O)c1cccc2nsnc12 | 26 | 17% | 3% | 0 | -4% | 6% | -9% | 1% | -11 |
| CN1CCN(c2ncc(CN3C(=O)c4ccccc4C3=O)s2)CC1 | 18 | -8% | 26% | -9 | -5% | 10% | 22%[1.84 µM] | 0% | -15 |
| S=C1NCN(C2CCCCC2)CN1Cc1ccccc1 | -6 | 6% | ? | 14 | 1% | 20% | 4% | 24% | 11 |
| COc1ccc(C)cc1NC(=O)C1CCCN1S(=O)(=O)c1ccccc1F (stereo not drawn) | 31 | 0% | 1% | 21 | -3% | 0% | 3% | 11% | 1 |

3 entries from above, set out differently:
Cc1ccccc1OCCn1c(=O)oc2ccccc21
  IL-1B inflam inh = -7
  KB-3-1 cytotox = -3%
  KB-V1 cytotox = -12%
  D3 antag = ?
  GLP-1R agonist = 24%
  HT1080 IDH1KD tx = -3%
  SW480 rereplic = -2%
  HT1080-NT tox = -7%
  D3 ag = -11

Cc1ccc2cc(S(=O)(=O)NCCCN3CCOCC3)ccc2c1
  IL-1B inflam inh = -6
  KB-3-1 cytotox = 8%
  KB-V1 cytotox = -24%
  D3 antag = 9
  GLP-1R agonist = 12%
  HT1080 IDH1KD tx = -13%
  SW480 rereplic = ?
  HT1080-NT tox = 4%
  D3 ag = 11

Cc1onc(-c2ccccc2)c1C(=O)OCc1nnc(-c2ccc([N+](=O)[O-])cc2)o1
  IL-1B inflam inh = -13
  KB-3-1 cytotox = 5%
  KB-V1 cytotox = 15µM*
  D3 antag = -7
  GLP-1R agonist = 1%
  HT1080 IDH1KD tx = -4%
  SW480 rereplic = -5%
  HT1080-NT tox = 2%
  D3 ag = 4

The list goes on.
| compound | IL-1B inflam inh | KB-3-1 cytotox | KB-V1 cytotox | D3 antag | GLP-1R agonist | HT1080 IDH1KD tx | SW480 rereplic | HT1080-NT tox | D3 ag |
| --- | --- | --- | --- | --- | --- | --- | --- | --- | --- |
| COc1ccc(-c2nc(CS(=O)CC(=O)N3CCN(C)CC3)c(C)o2)cc1OC (stereo not drawn) | 6 | -1% | 15% | -4 | 0% | 11% | -2% | 1% | 0 |
| Cc1ccc(-n2c(=O)cc(N3CCN(C(=O)c4ccco4)CC3)[nH]c2=O)cc1 | 3 | 0% | 10% | -2 | -2% | 14% | -1% | 0% | -4 |
| Cc1[nH]c(=O)nc2c1CCC2 | 16 | 7% | 0% | 0 | -9% | 7% | -4% | 12% | -3 |
| CCOC(=O)C(=CNc1cccc(N)n1)C(=O)OCC | 0 | 5% | ? | 45 | 2% | -3% | -6% | 7% | -2 |
| O=C(CCS(=O)(=O)Cc1ccccc1F)N1CCc2ccccc2C1 | 21 | -3% | -10% | -3 | 4% | 9% | 3% | 6% | -11 |
| Cc1cc(C)nc(N2CCC(CNC(=O)CCc3ccccc3)CC2)n1 | 33 | 8% | -14% | 7 | -4% | 11% | 1% | 0% | 12 |
| COc1ccc(-n2nc3c(c2NC(=O)CCCCl)CSC3)cc1 | 7 | 5% | -9% | 7 | -8% | -2% | -3% | 8% | 1 |
| COc1ccccc1OCc1nnc(SCC(=O)Nc2ccc(N3CCOCC3)cc2)n1C | 3 | -3% | -4% | -1 | 12% | 10% | -1% | 8% | -1 |
| COCCNc1nnc(Cc2ccc(Cl)cc2)c(=O)[nH]1 | 10 | -11% | 0% | -14 | -3% | 0% | 4% | -5% | 2 |
| Cc1cccc(OCC(=O)Nc2ncn[nH]2)c1C | -10 | 10% | -6% | -20 | 6% | 3% | -5% | 28% | -9 |
| Cc1cccc(C)c1OCCNC(=O)c1ccc2ccccc2n1 | 38 | -4% | -10% | 20 | 21% | -9% | -1% | -2% | 0 |
| COC(=O)Cc1c(C)nc2nc(-c3ccc(C)cc3)[nH]n2c1=O | 8 | -5%&6% | 4%&-2% | -24 | -8% | 1% | -1%[9.22 µM] | 8% | -13&-3 |
| N#Cc1cnn(Cc2ccccc2)c1/N=C/N1CCOCC1 | 3 | 0% | 0% | -18 | 0% | -3% | -3%[9.22 µM] | -2% | 3 |
| COc1cc([N+](=O)[O-])ccc1-c1ccc(/C=C2\C(=O)ON=C2c2ccccc2)o1 | 25 | -15% | -5% | -2 | -8% | -2% | 0% | -3% | 1 |
| Cc1ccc(S(=O)(=O)/N=C(/Nc2cccc(O)c2)c2ccccc2)cc1 | -9 | 3% | -8% | 6 | 11% | -15% | -10% | -24% | 4 |
| COc1ccc(OC)c(C2/C(=C(/O)c3ccccc3)C(=O)C(=O)N2Cc2ccco2)c1 (stereo not drawn) | 0 | -10% | -4% | -12 | -1% | 25% | -2% | 28% | 5 |
| Cc1ccc(OCC(=O)c2ccc3c(c2)CCCC3)cc1C | -16 | -4% | 9% | -6 | 5% | -9% | 4% | 1% | 3 |
| Cc1cc(NC(=O)CSc2nnc(-c3ccncc3)n2N)ccc1Br | 10 | 6% | 12% | -2 | -3% | 2% | -5% | -4% | 2 |
| Cc1nn2c(-n3ccnc3)c3c(nc2c1-c1ccccc1)CCC3 | -3 | 12% | ? | ? | -3% | 1% | -4% | -1% | -6 |
| Cc1ccc(NC(=O)CN2C(=O)C(=O)N(C3CCCC3)C2=O)c(Cl)c1 | 15 | 0% | 3% | 31 | -2% | 2% | 5% | 3% | -6 |
| Cc1ccc(CN2CCN(Cc3cnc(C)s3)CC2CCO)cc1 (stereo not drawn) | 20 | 18% | ? | -60* | 1% | 9% | -137%[inhibitor] | 21% | -15 |
| CCC(C)c1c(O)nc(SCc2ccccc2)[nH]c1=O (stereo not drawn) | 2 | -17% | 6% | 16 | -6% | 11% | -5% | 11% | 7 |
| CN1CCCN(C(=O)c2cc3c(s2)CCCC3)CC1 | -4 | 18% | 29% | -56* | -4% | 11% | -5% | -5% | -21 |
| O=C(N/N=C/c1ccc(O)cc1O)c1ccncc1 | 176 | ? | ? | 29 | -1% | 7.3µM* | ? | ? | 42* |
| O=C(Nc1ccccc1N1CCN(C(=O)c2ccccc2)CC1)c1ccc2c(c1)OCO2 | 0 | -16% | ? | -3 | 0% | -14% | 4% | -5% | -3 |
| Cc1noc(NS(=O)(=O)c2ccc(N/C=C\C(=O)c3ccccc3)cc2)c1C | 0 | ? | 4% | -12 | 1% | 0% | 0% | 10% | -8 |
| CCCCc1ccc(NC(=S)N2CCC(O)CC2)cc1 | 18 | 1% | ? | 11 | 2% | -1% | 1% | -12% | -2 |
| COc1cccc(CNC(=O)CCC2CCCN(C(=O)CCC(F)(F)F)C2)c1 (stereo not drawn) | -4 | -6% | -17% | -27 | 1% | 9% | 5% | 5% | -7 |
| O=C1c2ccccc2C(Nc2ccccc2)N1c1cccnc1 (stereo not drawn) | 10 | -4% | -18% | 3 | -1% | -4% | -4% | -2% | 2 |
| CCOC(=O)C1(Cc2ccccc2C(F)(F)F)CCN(Cc2ccon2)CC1 | -8 | -1% | ? | -4 | 17% | -24% | -5% | -21% | -5 |

Looked up by compound from the entries so far (seven):
| compound | IL-1B inflam inh | KB-3-1 cytotox | KB-V1 cytotox | D3 antag | GLP-1R agonist | HT1080 IDH1KD tx | SW480 rereplic | HT1080-NT tox | D3 ag |
| --- | --- | --- | --- | --- | --- | --- | --- | --- | --- |
| CCC(C)c1c(O)nc(SCc2ccccc2)[nH]c1=O (stereo not drawn) | 2 | -17% | 6% | 16 | -6% | 11% | -5% | 11% | 7 |
| Cc1cccc(C)c1OCCNC(=O)c1ccc2ccccc2n1 | 38 | -4% | -10% | 20 | 21% | -9% | -1% | -2% | 0 |
| Cc1ccc(S(=O)(=O)/N=C(/Nc2cccc(O)c2)c2ccccc2)cc1 | -9 | 3% | -8% | 6 | 11% | -15% | -10% | -24% | 4 |
| Cc1ccc2cc(S(=O)(=O)NCCCN3CCOCC3)ccc2c1 | -6 | 8% | -24% | 9 | 12% | -13% | ? | 4% | 11 |
| CCCn1nnnc1SCC(=O)Nc1cccc(NC(=O)c2ccco2)c1 | -18 | 7% | -17% | 9 | 5% | -4% | 0% | -9% | -4 |
| CCOC(=O)C(=CNc1cccc(N)n1)C(=O)OCC | 0 | 5% | ? | 45 | 2% | -3% | -6% | 7% | -2 |
| COc1cc([N+](=O)[O-])ccc1-c1ccc(/C=C2\C(=O)ON=C2c2ccccc2)o1 | 25 | -15% | -5% | -2 | -8% | -2% | 0% | -3% | 1 |

Compound activity as filed in PubChem BioAssay.
